S1P2 ag – agonists of human S1P2 receptor. O95136. S1P2-expressing cell line, agonist reporter read-out. activation, % at 4.5 µM. 97,000 compounds, 0.46% hits. AID 729; in the data active means activation above about 16%;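 further: 0% = vehicle low control and 100% = maximal reference agonist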
PostGolgi ctrl – growth of the yeast control strain, post-Golgi counter-screen | efflux-deficient yeast background strain, growth absorbance A615, 16 h | inhibition, % at 10 µM | 98,000 compounds, 5% hits | AID 738; in the data active means inhibition above about 30%
H69AR inhibit – growth inhibitors of human H69AR lung tumor cells; H69AR lung tumor viability, ATP luminescence, 72 h; stronger effect = lower value; viability, % at 10 µM; 85,000 compounds, 6% hits; AID 598;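 active means viability at or below 40%; inactive means viability above 40%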;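 further: multidrug resistant small cell line overexpressing MRP-1 efflux transporter; 100% = mean luminescence of untreated control wells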
HUVEC inhibit – human endothelial cell proliferation inhibition; HUVEC proliferation, CellTiter-Glo luminescence, 72 h; stronger effect = lower value; viability, % at 10 µM (by protocol); 86,000 compounds, 1.1% hits; AID 648;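 active means viability at or below 30%; inactive means viability above 30%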;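 further: 100% = median luminescence of DMSO-only cell control wells on each plate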
Lung fibro prol – blocks proliferation of human lung fibroblasts | viability, % at 10 µM | AID 719 | 85,000 compounds, 1.1% hits | LL 47 human lung fibroblast viability, ATP luminescence; stronger effect = lower value;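 active means viability at or below 50% in the single dose screen; inactive means viability above 50%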;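 further: compound exposure lasted 72 h before the ATP readout; 100% = median luminescence of untreated cell-only wells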
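material = human LL 47 lung fibroblast cells | dosing = compounds added from tenfold dosing solution, 0.1% DMSO final | timing = overnight cell rest, 72 h compound treatment at 37 °C | measured by = CellTiter-Glo luminescence measuring cellular ATP | evaluation = % viability versus median cells-only luminescence | control set = cell-only wells, no compound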
S1P2 blocker – blocks the human S1P2 receptor; O95136; cell-based S1P2 antagonist assay, inhibition at 5 uM; inhibition, % at 5 µM; 97,000 compounds, 0.21% hits; AID 736; in the data active means inhibition above about 45%;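 further: CRE beta-lactamase reporter cells expressing human S1P2 stimulated with S1P; 0% = agonist at EC80 alone and 100% = agonist plus reference antagonist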
PTPN22 act – increases human PTPN22 phosphatase activity. Q9Y2R2. 96,000 compounds, 0.11% hits. recombinant LYP, DiFMUP fluorescence; 0 = plate median, 100 = signal doubled. activation, % at 2 µM;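 active means activation at 2 µM above a set limit, the mean plus 5 SD, cut at about 37% in these data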
Target sequence (Q9Y2R2 whole entry, looked up): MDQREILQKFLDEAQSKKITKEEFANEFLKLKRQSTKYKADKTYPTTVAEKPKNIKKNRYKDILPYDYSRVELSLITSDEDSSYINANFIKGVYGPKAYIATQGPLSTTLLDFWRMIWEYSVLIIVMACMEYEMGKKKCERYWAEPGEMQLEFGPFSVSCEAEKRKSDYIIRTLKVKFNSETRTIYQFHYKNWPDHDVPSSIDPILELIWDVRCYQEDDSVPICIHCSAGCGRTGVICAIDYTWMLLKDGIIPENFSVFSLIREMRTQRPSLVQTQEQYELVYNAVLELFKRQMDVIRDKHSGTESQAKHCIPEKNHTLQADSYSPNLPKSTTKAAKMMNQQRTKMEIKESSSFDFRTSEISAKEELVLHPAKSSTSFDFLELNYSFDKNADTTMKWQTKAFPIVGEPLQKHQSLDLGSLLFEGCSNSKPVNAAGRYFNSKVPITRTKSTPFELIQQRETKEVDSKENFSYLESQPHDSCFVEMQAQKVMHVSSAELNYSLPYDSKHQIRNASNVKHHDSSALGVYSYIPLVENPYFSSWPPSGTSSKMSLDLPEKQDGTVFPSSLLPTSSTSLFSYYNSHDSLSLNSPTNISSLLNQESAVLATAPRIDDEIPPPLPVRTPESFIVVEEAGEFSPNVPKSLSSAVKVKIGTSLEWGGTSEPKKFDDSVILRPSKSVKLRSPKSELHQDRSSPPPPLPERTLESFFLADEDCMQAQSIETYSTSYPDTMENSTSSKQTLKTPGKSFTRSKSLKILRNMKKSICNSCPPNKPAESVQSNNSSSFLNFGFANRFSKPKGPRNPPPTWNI
sEH activator – activators of human soluble epoxide hydrolase | AID 717 | 91,000 compounds, 0.04% hits | activation, % at 2 µM | purified human sEH enzymatic activity, activator screen; in the data active means activation above about 37%; further: values of inactives mirror those of a sister screen read the other way
sEH inhibitor – inhibitors of human soluble epoxide hydrolase. P34913. recombinant human sEH enzymatic activity assay. inhibition, % at 2 µM. 91,000 compounds, 0.34% hits; in the data active means inhibition above about 80%; further: values of inactives mirror those of a sister screen read the other way; many of its hits are not listed in these tables
An asterisk follows results filed as active; nt = not tested or not shown.

SMILES | S1P2 ag | PostGolgi ctrl | H69AR inhibit | HUVEC inhibit | Lung fibro prol | S1P2 blocker | PTPN22 act | sEH activator | sEH inhibitor
CN(C(=O)COc1cccc(Br)c1)C1CCS(=O)(=O)C1 (configuration not stated) | -11 | -9 | 120 | 88 | 103 | 25 | -3 | 15 | -15
CCOC(=O)C1=C(C)NC(=O)CC1c1ccccc1 (configuration not stated) | -3 | -2 | 104 | 95 | 102 | -5 | -11 | -5 | 4
CC(C)c1ccc(NC(=O)C(c2ccc3c(c2)OCO3)N2CCCCC2)cc1 (configuration not stated) | 0 | 3 | 83 | 87 | 89 | 28 | -2 | 13 | -9
Cc1c(-c2ccccc2)[n+](=O)c2c(n1[O-])CCC2 | -2 | nt | 95 | 100 | nt | 11 | 7 | 2 | -1
CCCCC(=O)Nc1nn(CCC)c2nc3ccccc3cc12 | -5 | 8 | 96 | 109 | 111 | 14 | -15 | 11 | -13
Cc1ccc(NC2=NCCCCC2)cc1C | -6 | -2 | 94 | 104 | 104 | 0 | 8 | 10 | -11
CCOC(=O)C1CCN(S(=O)(=O)c2ccc3[nH]c(=O)oc3c2)CC1 | -4 | 8 | 78 | 95 | 95 | 11 | -2 | -2 | 1
COc1cc2c(cc1OC)C(=O)CCS2 | -1 | 9 | nt | nt | nt | 4 | 23 | 11 | -9
Cc1ccc([N+](=O)[O-])c2cccnc12 | -8 | -2 | nt | nt | nt | -7 | 0 | -15 | 20
Cc1cc(NC(=O)CCC(=O)N(c2ccccc2)C(C(=O)NC2CCCC2)c2ccncc2)no1 (configuration not stated) | -3 | -1 | 84 | 83 | 106 | 24 | -7 | nt | nt
CCOC(=O)c1c(N2C(=O)Nc3cc(Cl)c(Cl)cc3N2O)sc2c1CCCCC2 | -8 | 7 | nt | nt | nt | 3 | -30 | 2 | 4
Cn1c(SCC(=O)OC2CCCCC2)nnc1-c1ccc2c(c1)OCO2 | -5 | 8 | 100 | 93 | 102 | -2 | -7 | 12 | -14
c1ccc2c(c1)CCN(Cc1nnnn1Cc1ccc3c(c1)OCO3)C2 | -1 | 22 | 96 | 105 | 97 | 1 | -8 | -1 | 4
COc1cccc(NC2SC(=O)N(c3ccccc3)C2=O)c1 (configuration not stated) | nt | 2 | 83 | 64 | 98 | nt | nt | nt | nt
Cc1cccc(C)c1OCc1nnc2c3cnn(C)c3ncn12 | -5 | -2 | 92 | 98 | 106 | -1 | 0 | 10 | -9
Cc1nn(C)cc1NC(=O)CCSc1nc(-c2ccco2)cc(C(F)(F)F)n1 | -2 | 1 | 81 | 93 | 105 | 0 | 5 | -17 | 15
CSc1nnc2c3ccccc3c3ccccc3c2n1 | -4 | -1 | nt | nt | nt | 4 | -10 | 5 | 1
CCOc1ccccc1NC(=O)CSc1nnc(-c2ccccc2Cl)n1Cc1ccco1 | -3 | 16 | 85 | 100 | 99 | 19 | -8 | 21 | -21
COc1ccc(OC)c(NC(=O)CSc2nc(C)cs2)c1 | -5 | 20 | nt | nt | nt | 11 | 0 | 8 | -5
O=C1N2CCCc3cccc(c32)C12Nc1ccccc1S2 (configuration not stated) | -4 | -14 | 87 | 84 | nt | 14 | 0 | -4 | 4
COc1cccc(CNC(=O)C(=O)NCC2CCCO2)c1 (configuration not stated) | -4 | nt | 99 | 84 | 98 | -3 | 5 | -2 | 5
CCOc1ccc(C(=O)N(Cc2ccc(OC)cc2)Cc2cc3cc(OC)ccc3[nH]c2=O)cc1 | -6 | 5 | 19* | 70 | 86 | -15 | -1 | -4 | 4
CCOc1cc(C2Nc3ccccc3C(=O)N2c2ccccc2)ccc1O (configuration not stated) | -4 | 5 | 96 | 96 | 109 | 8 | -3 | 0 | -2
CCOC(=O)CSc1nc(C2CC2)cc(-c2ccc(F)cc2)c1C#N | -2 | 12 | nt | nt | nt | 0 | 3 | 4 | -2
COc1ccccc1Oc1ccc(S(=O)(=O)NCc2ccccn2)cc1 | -3 | 15 | 70 | 94 | 102 | -4 | -1 | 16 | -14

As a short view, some entries already given.
SMILES | S1P2 ag | PostGolgi ctrl | H69AR inhibit | HUVEC inhibit | Lung fibro prol | S1P2 blocker | PTPN22 act | sEH activator | sEH inhibitor
CCOc1cc(C2Nc3ccccc3C(=O)N2c2ccccc2)ccc1O (configuration not stated) | -4 | 5 | 96 | 96 | 109 | 8 | -3 | 0 | -2
CCOC(=O)CSc1nc(C2CC2)cc(-c2ccc(F)cc2)c1C#N | -2 | 12 | nt | nt | nt | 0 | 3 | 4 | -2
COc1ccccc1Oc1ccc(S(=O)(=O)NCc2ccccn2)cc1 | -3 | 15 | 70 | 94 | 102 | -4 | -1 | 16 | -14

Continuation:
SMILES | S1P2 ag | PostGolgi ctrl | H69AR inhibit | HUVEC inhibit | Lung fibro prol | S1P2 blocker | PTPN22 act | sEH activator | sEH inhibitor
COc1ccc(Nc2nnc(SCc3cc([N+](=O)[O-])cc4c3OCOC4)s2)cc1 | -5 | 14 | nt | nt | nt | 5 | 8 | -4 | 2
Cc1cc(C)cc(NC(=O)N2CCC(c3nc4ccccc4o3)CC2)c1 | -4 | 2 | 81 | 102 | 100 | 13 | -6 | -17 | 18
Cc1ccc(SCCC(=O)NC(C)(C)C)cc1 | -8 | nt | 113 | 107 | 97 | -9 | 2 | -5 | 7
CCC(C)N(C(=O)COC(=O)CCc1c[nH]c2ccccc12)C1CCS(=O)(=O)C1 (configuration not stated) | -4 | 1 | 94 | 87 | 92 | -5 | -2 | -19 | 18
COc1ccccc1Cn1c(-c2ccco2)nc2nc3ccccc3nc21 | -7 | nt | nt | nt | nt | -5 | -14 | -5 | 7
O=C(CCc1ccccc1)NCc1cccnc1 | -3 | 7 | 98 | 103 | 110 | 12 | 3 | -10 | 11
CCOC(=O)c1ccc(N2C(=O)C3ON(c4ccccc4)C(c4ccco4)C3C2=O)cc1 (configuration not stated) | -7 | 6 | 70 | 93 | 97 | 11 | -1 | 10 | -12
COc1cc(S(=O)(=O)NCC2OCCc3ccccc32)ccc1-n1cnnn1 (configuration not stated) | -6 | -6 | 98 | 110 | 103 | 12 | -8 | 6 | -8
O=C(Nc1ccccc1-c1ccccc1)c1ccco1 | -3 | 15 | 84 | 92 | 87 | -13 | 10 | 13 | -12
COc1ccc(S(=O)(=O)C(C#N)c2nc3ccccc3nc2N2CCCC(C)C2)cc1 (configuration not stated) | -5 | 10 | 91 | 76 | 92 | 1 | -6 | 5 | -4
CCN(CC)c1ccc(NC(=O)COc2ccc(C)cc2)cc1 | -6 | nt | 91 | 96 | 111 | 11 | -9 | nt | nt
CN1CCC(N(C)C(=O)CCc2nc3ccccc3c(=O)[nH]2)CC1 | -8 | 6 | 98 | 103 | 99 | 4 | 1 | nt | nt
COc1ccc(Nc2nc(-c3sc(N)nc3C)cs2)cc1 | -4 | 7 | 29* | 69 | 85 | 12 | 2 | -1 | -4
CCCCn1c(SCC(=O)OCC)nnc1-c1ccoc1C | 0 | 3 | 100 | 97 | 105 | -21 | 0 | 6 | -9
C=CCc1cccc(CNc2c(C)n(C)n(-c3ccccc3)c2=O)c1O | -3 | 8 | 94 | 95 | 95 | 5 | 2 | 13 | -16
Cc1ccccc1Nc1nnc(SCc2cc(=O)n3ccsc3n2)s1 | -4 | 25 | 91 | 90 | 100 | 4 | -4 | nt | nt
COc1ccc(C(=O)CSc2n[nH]c(N)n2)cc1 | -1 | -6 | 66 | 92 | 100 | -12 | 0 | 10 | -9
CCCCc1ccc(NC(=S)NCc2cccs2)cc1 | -7 | 29 | 110 | 84 | 92 | 22 | 2 | 2 | -1
Cc1ccc(N(CC(=O)Nc2ccc(C)cc2C)S(=O)(=O)N2CCCC2)cc1 | -8 | 25 | 103 | 101 | 94 | -11 | 7 | -19 | 21
Cc1ccc(CNC(=O)CCNC(=O)c2ccco2)cc1 | 869* | 12 | 51 | 102 | 107 | -11 | -10 | 0 | 2
Cn1c(Oc2ccc(Cl)cc2)c(C=O)c2ccccc21 | -6 | 9 | nt | nt | nt | -2 | 8 | 13 | -15
CC(=O)Oc1ccccc1/C=C1\CCOC1=O | -1 | 0 | 100 | 108 | 108 | 0 | 12 | -14 | 13
CC(=N\O)/C(CN(C)C)=N/O | -2 | -2 | 92 | 82 | 93 | 4 | -1 | 8 | -10
CCc1c(O)nc(N2CCN(Cc3ccccc3)CC2)[nH]c1=O | 0 | -7 | 82 | 95 | 94 | 7 | -2 | 6 | -6
O=C(NCc1ccco1)/C(=C/c1cccnc1)NC(=O)c1ccco1 | -3 | 6 | nt | nt | nt | 13 | -14 | 3 | -1

Next section, starting with the last 3 of the part before.
SMILES | S1P2 ag | PostGolgi ctrl | H69AR inhibit | HUVEC inhibit | Lung fibro prol | S1P2 blocker | PTPN22 act | sEH activator | sEH inhibitor
CC(=N\O)/C(CN(C)C)=N/O | -2 | -2 | 92 | 82 | 93 | 4 | -1 | 8 | -10
CCc1c(O)nc(N2CCN(Cc3ccccc3)CC2)[nH]c1=O | 0 | -7 | 82 | 95 | 94 | 7 | -2 | 6 | -6
O=C(NCc1ccco1)/C(=C/c1cccnc1)NC(=O)c1ccco1 | -3 | 6 | nt | nt | nt | 13 | -14 | 3 | -1
O=C(Cn1c(=O)oc2cc(S(=O)(=O)NCc3ccccc3)ccc21)NCc1ccco1 | -3 | 15 | 91 | 101 | 101 | -10 | 1 | -10 | 9
O=C(CC1C(=O)NCCN1C(=S)Nc1ccccc1)Nc1ccc2c(c1)OCCO2 (configuration not stated) | -6 | 4 | 90 | 97 | 94 | 16 | -2 | -19 | 18
Cc1c(/C=N/NC(=O)c2ccc3c(c2)OCO3)cnn1C | -3 | 6 | nt | nt | nt | -8 | -6 | -12 | 14
O=C(O)c1cccc(C(=O)Cc2ccccc2)c1 | 1 | 15 | 99 | 88 | 98 | -1 | 19 | nt | nt
COc1ccccc1CNC(=O)C1CC(c2c(Cl)cccc2Cl)=NO1 (configuration not stated) | 0 | 7 | nt | nt | nt | 27 | -3 | -4 | 2
COCC(=O)Nc1cccc2ccccc12 | -1 | 6 | 79 | 88 | 105 | -26 | 4 | -6 | 4
Cc1ccc(NC(=O)N2CCC(C(=O)NCc3ccc(F)cc3)CC2)cc1 | -7 | 2 | 95 | 106 | 97 | 11 | 6 | -10 | 12
COc1ccc(Sc2cc(C(F)(F)F)nc(-c3ccccn3)n2)cc1 | -4 | 21 | nt | nt | nt | 1 | -14 | -6 | 8
CCN(CC)CCNC(=O)C12CC3CC(CC(C3)C1)C2 | -3 | -3 | 96 | 99 | 101 | -1 | 5 | 12 | -16
CCN(CC(=O)Nc1ccc2c(c1)OCO2)Cc1nc2ccccc2c(=O)[nH]1 | nt | 31* | 82 | 80 | 95 | nt | nt | nt | nt
COc1ccc(/C(O)=C2/C(=O)C(=O)N(CCN3CCOCC3)C2c2ccccn2)cc1OC (configuration not stated) | -4 | nt | 92 | 105 | 96 | 4 | -2 | 9 | -6
COc1ccc([C@@H]2[C@H]3C(=O)N(c4cccc(C(F)(F)F)c4)C(=O)[C@H]3ON2C)cc1 | -9 | -2 | nt | nt | nt | -7 | 4 | 2 | -4
COc1cc(OC)cc(C(=O)Nc2c(F)cccc2F)c1 | -7 | nt | 95 | 88 | 88 | -9 | -8 | 12 | -6
CCc1c(C(=O)N2CCN(c3ccccc3F)CC2)[nH]c(C)c1C(C)=O | -1 | 11 | 66 | 106 | 99 | 12 | 2 | 3 | -3
COc1ccccc1N1CCN(Cc2cccs2)CC1 | 1 | 4 | 88 | 101 | 104 | -4 | 9 | 14 | -13
N#CCCN(CC(=O)O)S(=O)(=O)c1ccccc1 | nt | 0 | 88 | 93 | 99 | nt | nt | nt | nt
COc1ccc(N(CC(=O)N2CCc3ccccc3C2)S(=O)(=O)c2c(C)nn(C)c2C)cc1 | -4 | -7 | 77 | 100 | 95 | -6 | -2 | 4 | -7
COC(=O)C1C2C=CC3(CN(C(C)c4ccc(OC)cc4)C(=O)C13)O2 (configuration not stated) | nt | -1 | 98 | 95 | 106 | nt | nt | nt | nt

A portion of the library; rates above refer to the full screens.
